Rpn11 block = Rpn11 (PSMD14) deubiquitinase inhibitors, primary screen, biochemical, fluorescence polarization, uHTS | 26S proteasome non-ATPase regulatory subunit 14 (Homo sapiens), O00487 | human 26S proteasome, Ub4-pepOG fluorescence polarization; 20S core pre-blocked with epoxomicin | calls only at 20 µM | hit rate 0.59% among 360,000 | AID 588493, 2011;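 active = inhibition at 20 µM, scaled to each plate's controls, above about 33%, limit read from the data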
CSN deneddyl inh = inhibitors of CSN-mediated cullin deneddylation, primary screen, biochemical, fluorescence polarization, uHTS | hit rate 0.38% among 360,000 | Purified CSN, SCF-Nedd8-OG deneddylation | COP9 signalosome complex subunit 5 (Homo sapiens), Q92905 | inhibition, % at 12.5 µM;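 active = pattern-corrected inhibition above about 35%, with an unprinted fluorescence ratio check between 0.5 and 1.5, limit read from the data, passing the limit was not always enough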;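 also: 0% = enzyme with substrate and 100% = substrate without enzyme; some results filed as inactive read as strong as hits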
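Test system: purified human Csn5 enzyme expressed in HEK293T cells. Amount: 0.24 nM enzyme. Reagent: SCFSkp2-Nedd8OG substrate at 10 nM final. Schedule: 90 min incubation of compound, enzyme and substrate at room temperature. Detection: fluorescence polarization. Read-out: % inhibition of substrate cleavage by Csn5.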
FAS-TE inh = FAS thioesterase domain inhibitors, primary screen, biochemical, fluorescence intensity, uHTS. Fatty acid synthase (Homo sapiens), P49327. recombinant FAS-TE, OMFH fluorogenic substrate, fluorescence endpoint. inhibition, % at 15 µM. hit rate 0.67% among 360,000. AID 602261, 2012;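 active = compounds whose normalised, plate-corrected inhibition of enzyme fluorescence in the single-dose primary screen is 50% or more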;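 also: 0% = DMSO with enzyme and 100% = substrate without enzyme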
MsrA inhibitor = bovine MsrA enzyme inhibitors, primary screen, biochemical, absorbance, HTS | Methionine sulfoxide reductase A (Bos taurus) | purified bovine MsrA, absorbance read-out | inhibition, % at 15.5 µM | hit rate 0.75% among 360,000 | AID 651718, 2012; in the data active = inhibition above about 4.5%;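 also: 0% = vehicle wells with enzyme and 100% = reference inhibitor wells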
MLLE-PAM2 inh = inhibitors of PABP1 MLLE–PAM2 peptide binding, primary screen, biochemical, fluorescence polarization, FITC-PAM2, GST-MLLE; hit rate 0.36% among 360,000; Polyadenylate-binding protein 1 (Homo sapiens), P11940; inhibition, % at 20 µM; in the data active = inhibition above about 35%, passing the limit was not always enough;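 also: plate controls were DMSO wells with GST-MLLE for no effect and wells lacking GST-MLLE protein for full effect; some results filed as inactive read as strong as hits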
MsrA act = bovine MsrA enzyme activators, primary screen, biochemical, absorbance, HTS | Methionine sulfoxide reductase A (Bos taurus) | purified bovine MsrA, absorbance read-out | activation, % at 10.6 µM | hit rate 0.3% among 360,000 | AID 602163, 2012; in the data active = activation above about 7.5%;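 also: 0% = vehicle and 100% = reference activator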
Rin1-Abl PPI inh = inhibitors of Rin1-Abl protein binding, primary screen, biochemical, TR-FRET. Tyrosine-protein kinase ABL1 (Homo sapiens) + Ras and Rab interactor 1 (Homo sapiens), …. inhibition, % at 7.35 µM. hit rate 0.4% among 360,000. AID 588664, 2011; in the data active = inhibition above about 5%, passing the limit was not always enough
eLon inh = inhibitors of E. coli Lon protease, primary screen, biochemical, fluorescence polarization | P0A9M0 | purified E. coli Lon protease | hit rate 0.42% among 360,000 | AID 602123, 2011 | inhibition, % at 7.94 µM; in the data active = inhibition above about 13%, passing the limit was not always enough;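 also: 0% = enzyme with probe and DMSO and 100% = no enzyme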
MT1-MMP act inh = blockers of MT1-MMP proenzyme processing, primary screen, HT1080 RFP-PRO-GFP cells, GFP/RFP fluorescence. Matrix metalloproteinase-14 (Homo sapiens), P50281. GFP/RFP ratio fluorescence, overnight; percent of plate control window, DMSO zero. GFP/RFP ratio change, % at 20 µM. hit rate 0.061% among 360,000. AID 651647, 2012;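 active = GFP/RFP ratio change of at least 30% with cell ATP level not reduced by more than half and red fluorescence within 50% of control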; also: strong numbers were not always called active
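Test system: HT1080 RFP-PRO-GFP cells; Benchmarks: DMSO and RFP-L50D-GFP cell wells; Timing: cells overnight before dosing, compound overnight, 37 °C, 5% CO2; Compound: one 20 µM compound dose with 1% DMSO; Read-out: GFP/RFP fluorescence ratio.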
* marks the source's active call; other numbers are inactive results; i = inactive; / = no result given.

SMILES | Rpn11 block | CSN deneddyl inh | FAS-TE inh | MsrA inhibitor | MLLE-PAM2 inh | MsrA act | Rin1-Abl PPI inh | eLon inh | MT1-MMP act inh
COc1ccc(/C=C(/NC(=O)c2ccccc2)c2nc3ccccc3[nH]2)cc1OC | i | 5 | -4 | 6.5* | -3 | -7 | -2 | 0 | 0
O=C(CSc1nnc(COc2ccccc2F)n1-c1ccccc1)NCc1ccco1 | i | 5 | -4 | 0.3 | -37 | 0 | 1 | -6 | 4
COc1cc(C(=O)NC(=S)N2CCN(C)CC2)cc(OC)c1OC | i | 0 | -7 | -1.0 | 10 | -1 | -4 | 1 | 1
O=c1c(Oc2ccccc2Br)c(C(F)(F)F)oc2c(CN3CCCC3)c(O)ccc12 | i | 2 | -13 | 1.0 | -5 | 0 | 1 | -1 | 1
COc1ccccc1NS(=O)(=O)c1ccc(NC(=O)CCNC(=O)c2ccco2)cc1 | i | 4 | -6 | -0.1 | -12 | -9 | 3 | -4 | 0
CN(C)c1nc(-c2cccs2)cc(C(F)(F)F)c1C#N | i | -1 | 36 | -0.3 | -17 | 2 | 1 | 10 | -7
CCOC(=O)c1c(NC(=S)N2CCN(C)CC2)sc(C)c1-c1ccccc1 | i | 2 | 16 | 0.9 | -19 | -1 | -1 | -3 | 0
O=C(Cn1cc(COc2ccc(-n3cccc3)cc2)nn1)NS(=O)(=O)c1ccccc1C(F)(F)F | i | -1 | -5 | -1.7 | 8 | -3 | -2 | -6 | -2
O=C(NC1CCCN(c2ccc(C(F)(F)F)cn2)C1)c1cc(Cl)ccc1F (stereo not given) | i | -2 | 26 | -0.5 | 15 | -4 | 2 | 15 | 1
CCOC(=O)c1c(NC(=O)CCS(=O)(=O)c2ccccc2)sc2c1CCN(C)C2 | i | 18 | -28 | 0.2 | -31 | -4 | -11 | -48 | -23
C=CCOc1c(Br)cc(CNc2ccc(NC(=O)C(C)C)c(OC)c2)cc1OCC | i | 2 | 3 | 0.7 | -26 | -4 | 1 | -14 | -6
CCOC(=O)Cc1csc(SCC(=O)N2CCN(c3ccccc3)CC2)n1 | i | -3 | -1 | 1.6 | 30 | -1 | 0 | 0 | 2
COCCNC(=O)CCn1nc(-c2ccc(Cl)cc2)c2ccccc2c1=O | i | -2 | -2 | / | 4 | -2 | 0 | 2 | -2
COc1ccc2nc3oc(C(=O)N4CCN(c5ccccc5F)CC4)cc3cc2c1 | i | -2 | 3 | -0.1 | -2 | -7 | 1 | -11 | 16
O=C(Nc1ccc(Nc2ccccc2)cc1)C1CC1 | i | 0 | -1 | -0.9 | 2 | 7 | -5 | 3 | 0
Cc1oc2ccc(OCc3ccc(Cl)cc3)cc2c1C(=O)O | i | 1 | 23 | -0.4 | 4 | -1 | -2 | -2 | 3
CCOC(=O)C1CCCN(C(=O)C2CCN(S(=O)(=O)c3cccs3)CC2)C1 (stereo not given) | i | 1 | -6 | -0.7 | 1 | -3 | -1 | -8 | 0
COc1ccc(S(=O)(=O)n2c(N)nc3ccccc32)cc1 | i | -2 | -3 | 0.1 | 19 | -5 | 0 | 9 | 3
COc1cccc(NC(=S)NC(=O)Cc2ccccc2)c1 | i | 0 | 13 | 1.0 | 12 | -1 | 2 | 2 | 0
Cc1[nH]nc2c1C(c1ccccn1)N(c1ccc(Br)cc1)C2=O (stereo not given) | i | 1 | -2 | 2.1 | -3 | 1 | 2 | -2 | -2
COc1ccc(CCNC(=O)C2CCCN(C(=O)N(C)C)C2)c(OC)c1 (stereo not given) | i | 5 | -2 | 1.9 | 1 | -3 | 3 | -7 | -8
Cc1ccc(NC(=O)c2cc(NC(=O)CCCC(=O)O)ccc2Cl)cc1Cl | i | -6 | -5 | -0.7 | -6 | -10 | 0 | -4 | -1
COc1ccc(C)cc1NC(=O)CCCN1C(=O)CN(C)C1=O | i | -2 | -3 | 0.3 | -11 | 6 | -2 | -15 | -4
Cc1ccc(C(=O)OCC(=O)N(CC(C)C)c2c(N)n(Cc3ccccc3)c(=O)[nH]c2=O)cc1[N+](=O)[O-] | i | 3 | 40 | 0.3 | -7 | 0 | 2 | -4 | -6
COc1ccc(C(=O)NC(=S)N2CC(C)OC(C)C2)cc1OC (stereo not given) | i | 9 | -7 | -0.1 | -14 | -7 | 3 | -9 | -4
Cc1[nH]n(-c2ccccc2)c(=O)c1/C=N/NC(=O)c1ccoc1C | i | -14 | -2 | 1.5 | 6 | -2 | -4 | -6 | 5
COc1ccc(S(=O)(=O)N(C)C)cc1NC(=O)COC(=O)c1nn(C)c(=O)c2ccccc12 | i | 4 | 0 | 0.8 | 12 | 0 | -4 | 4 | 2
CCc1cc2c(=O)oc(-c3ccc(Br)cc3)nc2s1 | i | 0 | 0 | -0.1 | 8 | -3 | 1 | -1 | 3
COC(OC)c1nc(SCC(=O)Nc2cccc(Cl)c2)ncc1C(=O)O | i | -1 | -5 | 0.9 | 7 | -4 | -1 | -2 | -3
CCOC(=O)C1=C(C)Nc2ncnn2C1c1ccccc1F (stereo not given) | i | 1 | -6 | -0.9 | 5 | -5 | 4 | -7 | 6
C[C@@]12C(=O)Nc3cc(F)c(F)cc3C(=O)N1[C@H]1c3ccccc3OC[C@@H]1[C@@H]2c1ccccc1 | i | 5 | 76* | 0.6 | -7 | -1 | 2 | -7 | -32
CCOC(=O)c1ccc(NC(=O)C2CC(=O)Nc3nc4ccccc4n32)cc1 (stereo not given) | i | -1 | -3 | 0.8 | -9 | -2 | -3 | 6 | 0
COCCNC(=S)N(CCc1c(C)[nH]c2ccccc12)Cc1cccnc1 | i | -2 | 1 | -0.7 | -104 | -3 | -2 | 3 | -4
Nc1nc(C2CCCN2S(=O)(=O)c2ccc(Cl)cc2)cs1 (stereo not given) | i | 3 | -6 | -0.2 | 0 | 5 | 0 | 0 | -6
CCCc1nnc(NC(=O)CC(=O)OCC)s1 | i | -1 | -6 | 0.8 | -1 | -1 | 2 | -10 | 2
S=c1[nH]nc(Cc2ccccc2)n1-c1ccc(Cl)cc1 | i | 0 | -3 | -0.3 | -14 | 0 | -1 | -5 | -1
CCOC(=O)C1(Cc2ccccc2Cl)CCN(C(=O)CN2CCOC2=O)CC1 | i | -11 | 0 | -1.6 | 16 | -3 | -3 | 2 | 0
O=C(c1ccc2c3c(cccc13)CC2)C1CCCN(Cc2ccncc2)C1 (stereo not given) | i | 4 | -2 | -1.1 | 7 | -7 | -6 | -2 | -8
COc1cc(CNCCc2c[nH]c3ccccc23)cc(Cl)c1OCC(N)=O | i | -1 | -5 | 0.1 | -4 | 0 | 3 | 8 | -1
O=C(C=Cc1cccs1)c1cccs1 | i | -2 | 6 | 0.7 | 2 | -2 | 1 | 1 | 1
CC1CN(Cc2nc3c(c(=O)n(C)c(=O)n3C)n2CCc2ccccc2)CC(C)O1 (stereo not given) | i | -2 | -5 | 0.2 | 3 | -8 | -2 | -9 | 0
Cc1c(O)ccc(C(=O)COc2ccc(F)cc2)c1O | i | 3 | 0 | 2.5 | 3 | -7 | -1 | -3 | 6
CC(=O)Nc1nc2cccc([N+](=O)[O-])c2s1 | i | 4 | 6 | 1.6 | 4 | -9 | -4 | 0 | -2
CCCCNC(=O)c1onc(CSc2ccc(Cl)cc2)c1C(=O)O | i | -3 | -7 | 0.0 | 2 | -2 | 0 | 0 | 3
O=C(/C=C/[C@H]1O[C@@H](n2cnc3c(NC(=O)c4ccccc4)ncnc32)[C@H](O)[C@@H]1O)NCc1ccc2c(c1)OCO2 | i | 6 | -7 | -0.7 | -9 | -2 | 3 | 1 | 4
Cn1c(SCC(=O)Nc2ccc3cn[nH]c3c2)nnc1-c1cnccn1 | i | -2 | -12 | 0.7 | -7 | 0 | 1 | 2 | 2
COc1ccc(-c2cc(CCCC(=O)NCCc3ccccc3)no2)cc1 | i | -2 | 4 | -0.5 | 3 | -10 | 0 | -6 | -1
Cc1ccccc1NC(=O)CCSc1nnnn1-c1ccccc1 | i | -8 | 2 | 0.1 | 3 | 3 | 1 | -8 | 9
O=C(NCCN1CCN(C(=O)C(c2ccccc2)c2ccccc2)CC1)C(=O)Nc1ccccc1 | i | 5 | 0 | -0.7 | 2 | -1 | 2 | -11 | 1
CCc1[nH]nc2c1C(C1C=CCCC1)C(C#N)=C(N)O2 (stereo not given) | i | -2 | -6 | -0.2 | 9 | -2 | 2 | 0 | -6
c1nc(C2CCCCC2)cc2cc3c(cc12)OCO3 | i | 0 | 5 | 0.3 | 7 | -2 | -1 | -1 | 2
O=C1CC(C(=O)N2CCc3ccccc32)CN1c1ccc(F)cc1 (stereo not given) | i | 0 | 1 | -0.6 | -2 | -12 | 3 | 3 | 1
CC(C)Nc1nc(NCCOc2ccccc2)c2sccc2n1 | i | 3 | -6 | -1.5 | -10 | -5 | 3 | -3 | 1
CN(C)S(=O)(=O)NC(=O)C1=C(N2CCCC2)COC1=O | i | -6 | -19 | -1.3 | 4 | -5 | 1 | -3 | 0
CCOC(=O)c1ccc(-c2c(-c3ccc4c(c3)OCO4)noc2-c2ccsc2)cc1F | i | -1 | 22 | -1.6 | -5 | -3 | 3 | -7 | -8
CCc1ccc(OCC2c3cc(OC)c(OC)cc3CCN2C(=S)NCCOC)cc1 (stereo not given) | i | -19 | 19 | -0.2 | -138 | -4 | -1 | 1 | -1
Cc1ccc(C)c(NC(=O)CCC(=O)N/N=C2/CC(=O)CC(C)(C)C2)c1 | i | -15 | -2 | -0.3 | -5 | -8 | 2 | -6 | -4
CN1CCN(NC(=O)/C=C/c2cccc(Cl)c2)CC1 | i | -1 | -8 | -0.2 | 3 | -5 | 2 | -9 | 5
CN(c1ccccc1)c1nc(N)c([N+](=O)[O-])c(NCc2ccccc2)n1 | i | -4 | 27 | 0.3 | -6 | -4 | -1 | 4 | -1
Cc1ccc(C(=O)NCCNC(=O)Cc2ccccc2)cn1 | i | 5 | -3 | -0.8 | 6 | -4 | 5 | 4 | 0
N#Cc1c(-c2ccccc2)nc(-c2ccccc2)[nH]c1=O | i | 1 | -6 | 0.0 | -12 | -6 | -3 | 3 | -1

Entries of single compounds as entered above. Screens in order: Rpn11 block, CSN deneddyl inh, FAS-TE inh, MsrA inhibitor, MLLE-PAM2 inh, MsrA act, Rin1-Abl PPI inh, eLon inh, MT1-MMP act inh
Record of `COc1cc(CNCCc2c[nH]c3ccccc23)cc(Cl)c1OCC(N)=O` = i, -1, -5, 0.1, -4, 0, 3, 8, -1
Record of `C[C@@]12C(=O)Nc3cc(F)c(F)cc3C(=O)N1[C@H]1c3ccccc3OC[C@@H]1[C@@H]2c1ccccc1` = i, 5, 76*, 0.6, -7, -1, 2, -7, -32
